CXXC DNA block: qHTS Fluorescence Polarization Assay for Inhibitors of MLL CXXC domain - DNA interaction; MLL-CXXC / FITC-HOXA9 DNA fluorescence polarization; AID 2662, 2010; Histone-lysine N-methyltransferase 2A (Homo sapiens), Q03164; Potency, µM (doses to about 115 µM), for inactives: at the highest dose activity change, negative = inhibition, usual class: inhibitors; 290,000 compounds, 0.037% hits; active means well fitted inhibition curve with a large enough effect in the polarisation, with a control signal flat, not every such curve was filed as active; inconclusive means small, poorly fitted or top-dose-only effect, or effect the other way, or a change in a side signal; inactive means no such curve, though single readings can be large or run the other way; the % refers to the polarisation; further: potency means the concentration at half of the fitted maximal effect
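Fluorescence polarization: 7 uM MLL-CXXC (stock) preincubated 5 min with compounds, then 50 nM fluorescein-HOX-A9 DNA (stock) added; 30 min ambient. Buffer 50 mM Tris-HCl pH 7.5, 50 mM NaCl, 1 mM DTT, 0.05% BSA.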
a7 integrin act: qHTS for Activators of Integrin-Mediated Alleviation for Muscular Dystrophy; Potency, µM (titrated, usually from 38.3 µM), for inactives: top-dose activation, hits mostly activators; alpha7betagal myoblasts, beta-gal FDG fluorescence, 48 h; 350,000 compounds, 0.064% hits;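 further: potency means the concentration at half of the fitted maximal effect; 100% = response of the positive control SU9516; nearly all actives have a fitted effect of over 60% in size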
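Alpha7betagal+/- myoblasts (passage 13) were plated 16-24 hr, then exposed to compounds (1:260 dilution of DMSO stock) for 48 hours at 37C. After MPER lysis, β-galactosidase reporter activity was read as FDG fluorescence (ex 480/em 540) after 30 minutes.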
TRPV1 agonist: HTS Assay for Compounds that Act as Agonists of the Vanilloid Receptor 1. TRPV1-expressing cells, Fluo-8 calcium influx, agonist mode. activation, % at 8.33 µM. 320,000 compounds, 0.19% hits; in the data active means activation above about 80%; inconclusive means between about 30% and that limit; further: 0% is about no effect
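Fluo-8 calcium influx in TRPV1-expressing cells, kinetic read (ex 480/em 520 nm). Compound added and read 3 min for agonist activity, followed by capsaicin at EC20 final and 2 min further read for enhancement.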
KCNH2 3.1 inh: qHTS for Inhibitors of KCHN2 3.1: Mutant qHTS; Potassium voltage-gated channel subfamily H member 2, brain isoform KCNH2 3.1 (human); U2OS KCNH2 3.1, thallium flux FluxOr; hits give low values; activity change, % (tested at about 1.8 µM); 340,000 compounds, 0.95% hits;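 active means maximum activity change below -70%; inconclusive means maximum activity change from -70% to -50%; inactive means maximum activity change above -50%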;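 further: thallium influx rate constant from kinetic fluorescence after stimulation buffer; on the % scale 0 is the no-effect control and ±100 the full control effect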
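We transduce U2OS cells with the mutant 3.1 virus, culture them overnight, load FluxOr with Red40 quencher for 45 min, then add stimulation buffer and read kinetically for 2 min to derive a normalized rate constant.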
GALK inh: qHTS Assay for Inhibitors of Human Galactokinase (GALK) | 270,000 compounds, 0.007% hits | Potency, µM (series often up to 57.5 µM), for inactives: at the highest dose activity change, negative = inhibition, most hits filed as inhibitors | Purified GALK, Kinase-Glo residual ATP luminescence; further: potency means the concentration at half of the fitted maximal effect; on the % scale 0 is the no-effect control and ±100 the full control effect
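Human GALK (5 nM) with 35 uM ATP and 100 uM galactose in 20 mM HEPES pH 8.0, 5 mM MgCl2, 60 mM NaCl, 1 mM DTT, 0.01% BSA. After 1 h at room temperature, leftover ATP was read by Kinase-Glo Plus luminescence.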
A-T KAP1 phos: qHTS Assay for Identifying a Potential Treatment of Ataxia-Telangiectasia | AID 485349, 2010 | 320,000 compounds, 0.19% hits | Potency, µM (doses to about 57.5 µM), without a hit: top-dose activation, usual class: activators | […] A-T fibroblasts, KAP-1 phosphorylation AlphaLISA; neocarzinostatin DNA damage 30 min before lysis; further: potency means the concentration at half of the fitted maximal effect; % of control where 0% means no effect; nearly all actives have a fitted effect of over 45% in size
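ATM-like activity read as KAP-1 phosphorylation via AlphaLISA donor/acceptor antibody pairs after lysis and 6 hr at 25C. Cells were ATM-null patient fibroblasts ([…], hTERT), dosed 60 min, then exposed to the DSB inducer NCS for 30 min.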
FBPA coupling cs: qHTS Assay for Inhibitors of Fructose-1,6-bisphosphate Aldolase from Giardia Lamblia: Coupling assay counterscreen. 290,000 compounds, 0.67% hits. coupling enzyme system counterscreen, AmpLite Red fluorescence. activity change, negative = inhibition, % at 58.2 µM, hits read low; in the data active means activity change below about -30%; further: on the % scale 0 is the no-effect control and ±100 the full control effect
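Counterscreen of the coupled detection system alone, without aldolase: glyceraldehyde-3-phosphate coupling enzymes plus AmpLite Red readout. Compounds at 57.5 uM final, 10 min RT preincubation, 20 min RT reaction, fluorescence 525/598 nm.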
ASM inhibitor: Inhibitors of Secretory Acid Sphingomyelinase (S-ASM): qHTS; placental ASM, HMU-PC fluorogenic substrate, 60 min; Potency, µM (highest dose often 57.5 µM), without a hit: at the top dose activity change, negative = inhibition, most hits filed as inhibitors; 340,000 compounds, 0.006% hits; further: potency means the concentration at half of the fitted maximal effect
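HMU-PC0 cleavage (9 uM final) by human placental ASM, 60 min at 37 °C following 10 min compound exposure at RT; stopped at pH 10, fluorescence Ex 386/Em 447 nm.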
hERG WT inh: qHTS for Inhibitors of KCHN2 3.1: Wildtype qHTS; 340,000 compounds, 0.37% hits; U2OS, BacMam KCNH2, thallium flux FluxOr; hits give low values; Voltage-gated inwardly rectifying potassium channel KCNH2 (Homo sapiens), Q12809; activity change, % at 1.84 µM;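 active means maximum activity change below -70%; inconclusive means maximum activity change between -70% and -50%; inactive means maximum activity change above -50%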; further: on the % scale 0 is the no-effect control and ±100 the full control effect
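U2OS cells were transduced with wild-type KCNH2 virus (2.03 x 10^8 / mL) for 4 h at room temperature, then cultured overnight at 37 C. Thallium flux was read with FluxOr dye. Rate constants were normalized to DMSO controls.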
MBNL1-CUG inh: qHTS Assay for Inhibitors of MBNL1-poly(CUG) RNA binding. TR-FRET MBNL1-His/biotin-(CUG)12 binding, 665/545 ratio. Potency, µM (doses to about 57.5 µM), without a hit: top-dose activity change, negative = inhibition, hits mostly inhibitors. Muscleblind-like protein 1 (Homo sapiens), Q9NR56. 280,000 compounds, 0.036% hits; active means well fitted inhibition curve with a large enough effect in the signal ratio, with a control signal flat, not every such curve was filed as active; inconclusive means small, poorly fitted or top-dose-only effect, or effect the other way, or a change in a side signal; inactive means no such curve, though single readings can be large or run the other way; the % refers to the signal ratio; further: potency means the concentration at half of the fitted maximal effect; on the % scale 0 is the no-effect control and ±100 the full control effect
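His-tagged MBNL1 binding to biotinylated (CUG)12 RNA was measured by TR-FRET using terbium anti-His antibody (0.055 ng/ul final) and streptavidin-XL665 (5 nM final). Compounds were titrated 92 nM to 58 uM; 60 min at room temperature.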
Active calls of the source: *; u = inconclusive; x = no result given; & = joins results of further samples; [ ] = another dose, or the depositor's remark. Unless noted, the call rests on the fitted dose curve; in most records, active means well fitted curve in the direction sought with a large enough effect; inconclusive means small, poorly fitted or top-dose-only effect, or another doubt; inactive means no such curve, though single readings can be large; an effect the other way counts as inactive or inconclusive. These rows are one share of the data; count on the stated rates, not on these rows.

cpd | Compound | A-T KAP1 phos | a7 integrin act | CXXC DNA block | GALK inh | TRPV1 agonist | KCNH2 3.1 inh | MBNL1-CUG inh | ASM inhibitor | hERG WT inh | FBPA coupling cs
1 | CCCC[N+]12CCC(CC1)C(=C(c1ccccc1)c1ccccc1)C2 | 2% | -21% | 0% | 1% | 0 | -15 | -10% | 5% | 14 | 3
2 | CN1C2CCC1CC(OC(=O)c1ccc([N+](=O)[O-])cc1)C2 (centres undefined) | -2% | -13% | 8% | 1% | 0 | 3 | u | -1% | 55 | 2
3 | C=CCn1c(O)c(C(C)=NCC2CCCO2)c(=O)[nH]c1=O (centres undefined) | -4% | 26% | 2% | 0% | -2 | 0 | 1% | 2% | -2 | 0
4 | COC(=O)C1=C(c2ccc(-c3ccccc3)c(F)c2)C[C@@H]2CC[C@H]1N2C(=O)NCc1ccco1 | 11% | 6% | x | x | 10 | 11 | x | -16% | 11 | x
5 | CCc1cccc(CC)c1N(COC)C(=O)CCl | x | -35% | x | x | x | -12 | x | 3% | 11 | 2
6 | CN1CCN(C(=O)Cc2ccccc2)CC1 | -5% | 34% | -8% | 0% | 1 | -2 | -6% | -2% | 4 | 1
7 | O=C(Cc1ccccc1)OCC(=O)c1ccccc1 | 13% | -8% | 15% | 1% | 14 | 4 | -1% | 3% | -8 | x
8 | O=C(N/N=C/c1c(O)n(CCc2ccccc2)c(=O)[nH]c1=O)c1ccncc1 | -1% | -1% | 3% | -3% | 15 | -3 | 23% | 25% | 1 | 7

Entries of single compounds as entered above. Screens in order: A-T KAP1 phos	a7 integrin act	CXXC DNA block	GALK inh	TRPV1 agonist	KCNH2 3.1 inh	MBNL1-CUG inh	ASM inhibitor	hERG WT inh	FBPA coupling cs
`O=C(N/N=C/c1c(O)n(CCc2ccccc2)c(=O)[nH]c1=O)c1ccncc1` as listed: -1%	-1%	3%	-3%	15	-3	23%	25%	1	7
`C=CCn1c(O)c(C(C)=NCC2CCCO2)c(=O)[nH]c1=O` (centres undefined) as listed: -4%	26%	2%	0%	-2	0	1%	2%	-2	0

Other compounds.
cpd | Compound | A-T KAP1 phos | a7 integrin act | CXXC DNA block | GALK inh | TRPV1 agonist | KCNH2 3.1 inh | MBNL1-CUG inh | ASM inhibitor | hERG WT inh | FBPA coupling cs
9 | CC(=O)c1ccc(OCC(=O)N2CCCC(N(C)Cc3ccccc3)C2)cc1 (centres undefined) | 6% | -6% | 2% | 4% | 5 | 1 | -3% | 8% | 2 | x
10 | O=C(c1ccc(Cl)cc1)N1CCC2(CC1)OCCO2 | -3% | -3% | 0% | 4% | -5 | -6 | 1% | 2% | -7 | 0
11 | Cc1cccc(-n2c(O)c(C=NCCCN3CCOCC3)c(=O)[nH]c2=O)c1C | 4% | 19% | -3% | -2% | -2 | 5 | -2% | 1% | -2 | 5
12 | C[C@]12CC[C@H](O)CC1C(=O)CC1C2CC[C@@]2(C)C1CC[C@@H]2O (some centres undefined) | 2% | 20% | x | x | x | x | x | 1% | -8 | x
13 | COc1cccc(C(=O)C2CCCN(Cc3ccc(F)cc3)C2)c1 (centres undefined) | -3% | -11% | -10% | -1% | 27 | -33 | -1% | 2% | 18 | 0
14 | NCC1(CC(=O)O)CCCCC1 | -6% | x | 10%&-3% | x | 3 | x | -24% | x | x | 1&3&2
15 | Cc1cc(Cl)ccc1C(=O)C1CCCN(Cc2ccon2)C1 (centres undefined) | 8% | -11% | -3% | -2% | 1 | 0 | -5% | 2% | 5 | -1
16 | O=C(CN1CCN(C(=O)COc2cccc(F)c2)CC1)Nc1ccc(Cl)c(C(F)(F)F)c1 | -10% | 19% | x | x | 16 | -12 | x | -3% | -6 | x
17 | O=C(Cn1cc(C=C2C(=O)NC(=O)NC2=O)c2ccccc21)NCC1CCCO1 (centres undefined) | 5% | 2% | u | 16% | 0 | 2 | 0% | -1% | 0 | 0
18 | CC(C)N(Cc1ccco1)/N=C/c1c(O)n(Cc2ccccc2)c(=O)[nH]c1=O | 40µM* | 25% | -1% | -3% | 1 | -6 | -2% | 4% | 4 | 1
19 | COc1ccccc1CCNCc1cccc(C(F)(F)F)c1 | 6% | -2% | -1% | 1% | -2 | 0 | 3% | 4% | 6 | 3
20 | COC(=O)C1=C(c2cc3ccccc3o2)C[C@@H]2CC[C@H]1N2C(=O)N1CCCC1 | x | -18% | x | x | x | -9 | x | -3% | 0 | x
21 | CCC(=O)N1c2ccc(S(=O)(=O)CCC(=O)N3CCC4(CC3)OCCO4)cc2CC1C (centres undefined) | -8% | 8% | -1% | 3% | 1 | -9 | -7% | 2% | -1 | -2
22 | CCCCn1c(=O)c(C(=O)Nc2ccc(C)cn2)c(O)c2ccccc21 | 10% | -20% | -7% | 2% | 0 | 5 | 8% | 0% | -9 | 0
23 | C[C@H]1CCCC(=O)CCC/C=C/c2cc(O)cc(O)c2C(=O)O1 | 6% | x | -1% | -2% | -5 | -23 | -1% | 7% | 9 | 5
24 | C[C@]12CCC3[C@@H](CCC4=CC(=O)CC[C@@]43CO)C1CCC2=O (some centres undefined) | -2% | 10% | 23% | 2% | 7 | 11 | -9% | 6% | -1 | 4
25 | CCCCn1c(N)c(N(CCOC)C(=O)CN2CC=C(c3ccccc3)CC2)c(=O)[nH]c1=O | 4% | -42%[inhibitor] | 6% | -1% | 1 | 2 | 5% | 11% | -9 | -1
26 | O=c1cccc2n1CC1CC2CN(c2ncnc3c2cnn3-c2ccccc2)C1 (centres undefined) | 16% | u | 3% | 0% | x | -8 | -6% | 3% | -14 | 0
27 | CCN(CC)c1ccc(CC2C(=O)N(C)C(=O)N(C)C2=O)cc1 | 0% | -9% | 18% | -1% | 9 | x | 13% | 3% | 5 | 0
28 | COC(=O)C1=C(c2ccc3ccccc3c2)C[C@@H]2CC[C@H]1N2C(=O)NCC1CC1 | 15% | -23% | x | x | 4 | x | x | 0% | x | x
29 | Cc1ccc(C[n+]2c(-c3ccc(C)cc3)cc(-c3ccc(C)cc3)cc2-c2ccc(C)cc2)cc1 | -9% | -8% | x | x | -2 | -29 | x | -13% | -9 | x
30 | Clc1ccccc1NC1=NCCCS1 | 0% | 4% | 5% | 4% | -7 | 15 | -6% | 3% | 0 | 1
31 | CCC1(c2ccccc2)C(=O)N(C)C(=O)N(C)C1=O | x | -11% | -6% | -2% | 1 | -7 | 0% | 4% | -23 | 0
32 | CN(C)c1ccc(CN2CC=C(c3ccc(F)cc3)CC2)cc1 | -3% | u | 12% | 0% | -1 | -17 | 14% | 4% | 40 | -2
33 | O=C1NCCN2CCCC12 (centres undefined) | -5% | 24% | 4% | 5% | 1 | 10 | -28% | 5% | 6 | 0
34 | O=C(c1ccc(Cl)cc1)C1CCCN(Cc2cccc3cccnc23)C1 (centres undefined) | 5% | -52%[inhibitor] | u | 8% | 4 | -99* | -10% | -2% | -71* | 6
35 | CCCCn1c(O)c(C(C)=NCc2ccco2)c(=O)[nH]c1=O | 18% | -8% | 32% | 1% | 3 | 18 | 1% | 1% | -2 | 3
36 | CCOP(=O)(OCC)C(NC(=O)c1cccc([N+](=O)[O-])c1)C(Cl)(Cl)Cl (centres undefined) | 3% | 14% | 15% | 5% | -2 | -4 | u | 4% | -3 | 0
37 | Cc1ccccc1-[n+]1c(-c2ccccc2)cc(-c2ccccc2)cc1-c1ccccc1 | 5% | -41% | x | x | 3 | -21 | x | -4% | 4 | x
38 | CC(=O)c1cn(Cc2ccc(C#N)cc2)c2ccccc12 | 9% | 36% | 9% | -1% | 1 | -13 | 1% | -1% | x | 0
39 | COc1ccc(CNCCc2c[nH]c3ccccc23)c(OC)c1OC | -1% | u | 20% | 8% | 5 | -10 | -1% | 0% | 3 | -1
40 | COc1ccc(OC)c(N=Cc2c(O)n(Cc3ccccc3)c(=S)[nH]c2=O)c1 | 7% | 6% | u | 2% | x | -4 | x | 19% | 1 | -20
41 | COC1=CC(=O)OC(/C=C/c2ccccc2)C1 (centres undefined) | 4% | x | 9% | -2% | 5 | 1 | -9% | -3% | -2 | -3
42 | COP(=O)(/C=C(\Cl)c1ccccc1)/C=C(\Cl)c1ccccc1 | -9% | -14% | 5% | -3% | u | -3 | 2% | -4% | 8 | 5

Screens from PubChem BioAssay.
